TWEAK Fn14 block = blocks TWEAK-Fn14 interaction in a reporter cell assay; inhibition, % at 10 µM; actives 2% (n = 360,000); AID 1159606; TWEAK-stimulated Fn14 reporter cells, luciferase luminescence, 8 h; in the data active means inhibition above about 50%
LRH-1 inv ag = suppresses constitutive activity of human LRH-1; AID 602396; O00482; actives 0.13% (n = 360,000); inhibition, % at 3.6 µM; HEK293T StAR-luciferase reporter, LRH-1 transfected, 24 h;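 active means inhibition above the mean inhibition of all tested compounds plus 3 SD, cut at about 73% in these data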;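 further: 0% = DMSO wells and 100% = reporter-only cells lacking LRH-1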
NR2F2 inh = NR2F2 (human) inhibition, primary screen. P24468. HEK293T NGFI-A luciferase reporter, luminescence. inhibition, % at 8.6 µM. actives 0.7% (n = 370,000);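 active means inhibition above a per-plate cutoff, mean inhibition of test wells between control levels plus 3 SD, cut at about 38% in these data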;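 further: cells cotransfected with COUP-TFII expression vector driving the NGFI-A reporter; 0% = median of COUP-TF2 test wells and 100% = reporter-only cells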
SRC3 inh = inhibitors of human steroid receptor coactivator 3 (SRC3); Q9Y6Q9; HEK293 GAL4-SRC3 luciferase reporter, luminescence; inhibition, % at 3.6 µM; actives 0.17% (n = 360,000);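 active means inhibition above a per-campaign cutoff, the mean of all compounds plus 3 SD, cut at about 60% in these data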;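 further: 0% = DMSO-treated cells and 100% = gossypol-treated cells at 36 µM; higher means less SRC3-driven luciferase light from the GAL4 reporter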
NCOA2 inhibitor = human SRC2 (NCOA2) inhibition; Q15596; HEK293 GAL4-SRC2 luciferase reporter, luminescence; inhibition, % at 9 µM; actives 0.17% (n = 370,000);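 active means inhibition above the mean inhibition of all tested compounds plus 3 SD, set per campaign, cut at about 52% in these data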;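 further: 0% = DMSO treated cells and 100% = cells given Gossypol at 36 µM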
TLR9-MyD88 inh = blocks human TLR9 binding to MyD88 | CHO BLA complementation TLR9-MyD88, CCF4 FRET ratio | Q9NR96+Q99836 | actives 0.21% (n = 340,000) | inhibition, % at 4.98 µM;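 active means inhibition above the mean over all tested compounds plus 3 SD, cut at about 21% in these data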;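 further: 0% = DMSO only wells and 100% = clavulanate BLA inhibitor control wells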
Target sequence (Q99836 whole entry, looked up): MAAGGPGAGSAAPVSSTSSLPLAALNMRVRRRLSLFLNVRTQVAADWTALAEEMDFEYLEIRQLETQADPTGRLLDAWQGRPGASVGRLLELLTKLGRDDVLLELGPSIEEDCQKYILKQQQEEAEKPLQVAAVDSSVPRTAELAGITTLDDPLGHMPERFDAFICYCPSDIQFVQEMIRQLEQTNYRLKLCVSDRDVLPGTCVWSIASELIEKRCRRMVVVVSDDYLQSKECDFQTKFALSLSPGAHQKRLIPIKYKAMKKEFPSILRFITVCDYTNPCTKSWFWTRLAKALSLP
Target sequence (Q9NR96 whole entry, looked up): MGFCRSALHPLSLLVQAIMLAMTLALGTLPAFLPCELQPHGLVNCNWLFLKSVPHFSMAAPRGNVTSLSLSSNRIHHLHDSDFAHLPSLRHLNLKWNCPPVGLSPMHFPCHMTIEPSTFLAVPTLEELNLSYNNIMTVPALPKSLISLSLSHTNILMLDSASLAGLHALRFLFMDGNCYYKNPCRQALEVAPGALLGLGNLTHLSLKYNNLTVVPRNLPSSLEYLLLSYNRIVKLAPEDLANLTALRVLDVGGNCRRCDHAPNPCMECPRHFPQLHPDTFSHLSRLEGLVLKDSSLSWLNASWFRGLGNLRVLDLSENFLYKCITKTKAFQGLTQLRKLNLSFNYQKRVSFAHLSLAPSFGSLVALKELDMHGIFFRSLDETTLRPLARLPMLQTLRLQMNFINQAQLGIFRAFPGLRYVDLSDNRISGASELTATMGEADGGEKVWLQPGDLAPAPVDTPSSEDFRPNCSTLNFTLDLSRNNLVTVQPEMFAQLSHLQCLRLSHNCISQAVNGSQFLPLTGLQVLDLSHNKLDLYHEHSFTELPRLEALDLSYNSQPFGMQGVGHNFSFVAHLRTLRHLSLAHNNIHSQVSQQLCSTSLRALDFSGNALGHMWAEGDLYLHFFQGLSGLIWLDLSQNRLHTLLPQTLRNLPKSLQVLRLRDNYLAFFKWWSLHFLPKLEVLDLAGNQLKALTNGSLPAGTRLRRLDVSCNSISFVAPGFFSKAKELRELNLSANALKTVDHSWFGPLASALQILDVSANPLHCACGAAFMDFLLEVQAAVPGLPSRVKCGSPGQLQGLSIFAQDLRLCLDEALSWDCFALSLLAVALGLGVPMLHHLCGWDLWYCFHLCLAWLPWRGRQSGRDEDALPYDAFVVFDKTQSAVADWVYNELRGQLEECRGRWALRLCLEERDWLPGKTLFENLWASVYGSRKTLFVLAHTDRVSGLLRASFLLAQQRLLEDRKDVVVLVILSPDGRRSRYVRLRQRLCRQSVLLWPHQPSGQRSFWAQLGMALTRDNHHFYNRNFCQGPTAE
TROY NFkB inh = blocks TROY-dependent signaling in reporter cells; Q293 LMP1-TROYcd NF-kB luciferase reporter, 4 h; inhibition, % at 10 µM; actives 0.98% (n = 360,000);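 active means compounds whose plate-normalised and pattern-corrected inhibition of the luciferase reporter signal at the single screening dose is 50% or more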
C8 TRAIL sens = caspase-8 TRAIL sensitization; inhibition (viability loss, TRAIL sensitization), % at 10 µM; AID 624354; actives 1% (n = 360,000); NB7+C8 cells + TRAIL, ATPlite viability luminescence;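 active means compounds causing at least 50% loss of cell viability in the single-dose screen, relative to plate controls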
NCOA1 inh = human NCOA1 inhibition; HEK293 GAL4-SRC1 luciferase reporter, luminescence; inhibition, % at 3.6 µM; actives 0.12% (n = 360,000); AID 588354;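 active means inhibition above the campaign mean plus 3 SD, with each screening campaign given its own cutoff, cut at about 60% in these data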;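 further: 0% = DMSO treated cells and 100% = gossypol at 36 µM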
NOD2 RIPK2 PPI = blocks binding of human NOD2 to RIPK2; O43353; inhibition, % at 4.98 µM; CHO BLA complementation NOD2-RIPK2, CCF4 ratio; actives 0.38% (n = 360,000); in the data active means inhibition above about 21%;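 further: 0% = vehicle only and 100% = reference blocker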
EBV LMP1 NFkB = reduces LMP1-driven NF-kappaB luciferase signal; LMP1-induced NF-kappaB luciferase reporter cells, luminescence; inhibition, % at 12.5 µM; actives 0.69% (n = 350,000); AID 504558; in the data active means inhibition above about 41%;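 further: 0% = neutral control wells and 100% = reference inhibitor control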
* hit, by the source's call; / = no result given. An excerpt, so the mix of outcomes need not match the whole.

Under each structure: TWEAK Fn14 block, LRH-1 inv ag, NR2F2 inh, SRC3 inh, NCOA2 inhibitor, TLR9-MyD88 inh, TROY NFkB inh, C8 TRAIL sens, NCOA1 inh, NOD2 RIPK2 PPI, EBV LMP1 NFkB
> CN(C)S(=O)(=O)c1cc(NC(=O)C2=COCCO2)ccc1Cl
    -2, -7, -1, 24, 8, -6, -10, 6, -14, 7, -7
> CC(C)n1ncc2c(C(=O)N3CCN(S(=O)(=O)c4cccc(F)c4)CC3)cc(C3CC3)nc21
    -6, -14, 6, -19, -9, 7, 0, -12, 3, -5, 2
> COc1ccc(C(=O)c2c(C)oc3ccc(O)c(CN4CCOCC4)c23)cc1
    13, -3, 21, 18, -22, 5, 2, 0, 3, -2, 4
> O=C(O)c1ccc(N=NN2CCOCC2)cc1
    8, -34, -41, -10, -35, 5, -57, 2, -40, 7, -15
> CCCn1c(=O)[nH]c(=O)c2c1nc(-c1cccs1)n2CCOC
    -35, 0, -4, -7, -3, -7, -7, 7, -4, -11, 6
> Cc1occc1C(=O)N1CCN(c2ncccn2)CC1
    6, -6, -4, 10, 8, -11, -13, 3, 7, -5, 4
> COc1ccc(C)cc1NC(=O)CSc1nnc(-c2ccco2)n1Cc1ccco1
    19, 16, 8, -20, 7, 2, -2, 0, 7, -7, -12
> O=C(N/N=C/c1ccccc1)c1cc[n+]([O-])cc1
    46, -4, 2, 8, 4, 3, 0, 9, -7, 2, -1
> N#C/C(=C/c1ccc(F)cc1)C(N)=S
    1, 8, 25, 1, -34, -10, -11, -3, -5, -1, -32
> CC(=O)N1CCc2cc(S(=O)(=O)C(C)CC(=O)NCc3ccc(C)o3)ccc21 (centres undefined)
    0, 1, 1, 3, 18, -1, -11, 19, 12, -5, 6
> Cc1cc(C(=O)NC2CCCc3ccccc32)no1 (centres undefined)
    -9, -24, 15, 10, 8, 1, -5, -1, 8, 1, -7
> COc1cccc(NC(=O)CNS(=O)(=O)c2ccc(Cl)cc2)c1
    0, -8, /, 0, /, 0, -13, 1, -6, 0, 3
> Cc1nnc(SCC(=O)Nc2ccc3[nH]c(=O)[nH]c3c2)s1
    -8, 8, -6, 9, 3, -4, -8, 15, -9, -3, 2
> O=C(CCCn1c(=S)[nH]c2ccsc2c1=O)Nc1ccc2c(c1)OCO2
    -11, -9, 8, 10, 4, -3, -13, -6, 3, -8, -8
> CC(=O)Nc1cccc(NC(=O)C2CCCN2C(=O)Nc2ccccc2C)c1 (centres undefined)
    -3, -6, -8, 5, -21, 2, -9, 5, 1, 3, 3
> Cc1ccc(NC(=O)CSCCc2ccccn2)nc1
    11, 10, -16, -1, -4, 3, -13, -1, -4, -4, -7
> Cc1cccc(C)c1OCC(O)CN1CCC(CN2C(=O)c3cccc4cccc(c34)C2=O)CC1 (centres undefined)
    62*, -12, 0, 4, 15, -6, 22, 20, -19, 9, -31
> COc1cc(OC)cc(C(=O)Nn2c(C)nc3ccccc3c2=O)c1
    13, -7, 9, -6, -32, -2, 4, 24, 5, -5, -1
> CCN(Cc1cc2ccccc2[nH]c1=O)C(=O)c1cccnc1
    17, 4, 8, 6, 8, 0, -2, 4, -1, 0, -9
> O=C(Nc1cccc(C(=O)N2CCCCC2)c1)c1ccccc1
    22, -31, 1, -17, -23, 1, -18, 2, -9, -16, -3
> C=CCc1ccccc1OCC(O)CN1CCN(CCO)CC1 (centres undefined)
    -12, 1, -7, -3, -11, 4, -16, -6, -3, -13, 3
> CSC1=NCCN1C(=O)COc1ccc2ccccc2c1
    0, -34, -27, -1, -24, -2, -28, 3, -6, 2, 4
> CCNc1cc(N2CCN(S(=O)(=O)c3ccc4c(c3)CCCC4)CC2)ccc1[N+](=O)[O-]
    -26, -6, -6, 13, 16, -8, 2, -8, -10, 6, 2
> CCOc1ccc(CCN2C(=O)C(=O)N([C@@H](CC(C)C)CN3CCC[C@H]3CN3C(=O)C(=O)NC[C@@H]3CC(C)C)C[C@@H]2CC(C)C)cc1
    -4, -10, 0, /, -8, /, 4, -21, /, -6, /
> COC(=O)c1ccc2nc(-c3ccc(Cl)cc3)c(Cc3ccc(OC)cc3C)n2c1
    81*, 37, 37, /, 28, /, 51*, 16, /, -2, /
> Cc1[nH]c(=O)[nH]c(=O)c1S(=O)(=O)Nc1cccc(C(F)(F)F)c1
    2, -10, 16, -7, -32, -13, -27, -17, 6, -10, -3
> Cn1c2ccccc2c(=O)c2c(=O)n(C3CCCCC3)c(-c3ccco3)nc21
    -40, 9, 3, 15, -17, 6, -31, 25, 11, -7, -3
> Cc1ccc(C(=O)OCC(=O)Nc2cc(Cl)ccc2C#N)o1
    -4, 4, -1, -18, 2, 5, -7, 5, 5, -9, -2
> O=C(Nc1cnccn1)c1cccc(C(F)(F)F)c1
    2, -7, -21, -5, -21, 2, 4, -7, -1, -11, 4
> Cc1nc(NC(=O)c2ccccc2)sc1-c1csc(N)n1
    30, -49, -37, -2, -22, 6, -43, 6, -12, -4, -21
> S=C1COC(c2ccccc2)N1c1ccccc1 (centres undefined)
    -17, -5, 5, -6, 5, -9, 6, 0, 2, -6, 1
> CC[N+]1(CC)CC2CCC(C)(C1)C2(C)C (centres undefined)
    -7, -1, 10, 13, -6, 1, 5, -8, -18, -8, 3
> CC(=O)Nc1ccc(OCc2cn(CC(=O)c3ccc(O)cc3)nn2)cc1
    12, -11, -3, -19, -6, 2, 0, 0, -11, -5, 1
> Cc1cc(C)cc(C(=O)N(CCc2ccccc2)C2=CC3CCC(C2)N3C)c1 (centres undefined)
    -4, 7, -5, 10, -20, 1, 2, 2, -1, -5, -4
> CSC1=N/C(=C\c2cccc(F)c2)C(=O)S1
    7, 3, 4, 3, 1, -4, 19, 1, 5, -3, -9
> Cc1cc(=O)oc2c(C)c(OC(C)C(=O)NCc3ccccn3)ccc12 (centres undefined)
    -27, 15, -2, -2, -1, -5, -8, -13, 2, 5, 6
> Cc1ccc(-n2nc3c(N4CCC(C(=O)NCCc5cccs5)CC4)nnc(C)c3c2C)cc1
    -4, -3, 0, 8, 3, 14, 2, 6, -12, -1, -9
> COc1ccc(-c2cnc3c(NC(C)=O)cc(-c4ccccc4OC)cn23)cc1OC
    -10, -2, -25, -14, -25, /, 3, 8, -11, 1, /
> COC(=O)c1ccccc1NS(C)(=O)=O
    -7, 20, 103*, 10, 8, -4, -13, -5, -1, 2, -8
> CN(/N=C/c1cc(Cl)cc(Cl)c1O)C(=S)NC(C)(C)C
    15, -8, -11, 11, -28, 3, 45, 6, 10, 2, 10
> CC12CCC(C(=O)Nc3nccs3)(OC1=O)C2(C)C (centres undefined)
    -9, 2, -3, 3, -46, 0, -3, 17, 2, -8, 0
> CCCCc1nnc(NC(=O)CSc2nc(O)c(-c3ccccc3)c(=O)[nH]2)s1
    -6, 0, 6, -5, -3, -1, 0, -4, -15, -8, -5
> CC(NC(=O)c1ccc(Br)s1)c1ccncc1 (centres undefined)
    -8, 14, 26, 17, 13, 6, 15, -5, 12, -6, -6
> CN(C(=O)COC(=O)c1cccc(S(=O)(=O)N2CCCCCC2)c1)C1CCS(=O)(=O)C1 (centres undefined)
    5, -6, 15, -25, -15, 4, -12, 4, -6, -28, -5
> CC(C)CNC(=O)c1ccccc1N(Cc1ccccc1)S(C)(=O)=O
    -8, 14, -12, 2, -36, 4, 6, -2, 17, 0, -12
> COc1ccc(C(=O)NNC2CC(=O)N(Cc3ccc(Cl)cc3)C2=O)cc1OC (centres undefined)
    -15, 22, 11, 5, 4, 2, 11, -2, -6, -9, 1
> CCO[C@@H]1OC(C(=O)NCc2nc3ccccc3[nH]2)=C[C@H](C(C)(C)C)[C@H]1CCCO
    -5, 12, -99, 26, 28, 2, 2, 3, -2, 5, 10
> Cc1cccc(C=CC(=O)c2ccc(Cl)cc2)c1
    14, -17, 12, -15, -19, 1, -63, 3, -9, 1, 0
> CCOC(=O)c1oc2ccccc2c1CSc1nnnn1-c1ccc(OC)cc1
    1, 10, -12, 6, -2, -3, -16, 12, 2, -12, 0
> O=C(Nc1cccc(Cl)c1)N(CCN1CCOCC1)Cc1ccccc1F
    -25, 2, -7, 6, -10, 4, -3, 16, -32, 0, 4
> CSc1ccc(CN2CCC2(C)C(=O)Nc2cccc(NS(C)(=O)=O)c2)cc1 (centres undefined)
    13, -37, -5, -2, -15, /, 14, 8, 4, 14, /
> Cc1ccc(-c2nnn(CC(=O)N(CCO)C(C(=O)NC3CCCC3)c3ccc(F)cc3)n2)o1 (centres undefined)
    13, 12, -8, 4, -16, -8, -12, 1, -16, -17, -2
> COc1ccc(-c2c(C(=O)O)c(C(=O)O)c3n2CCC3)cc1
    21, -35, -14, -19, -17, -1, 0, 1, -198, -6, 6
> COc1ccc(-c2cnn(C3CCS(=O)(=O)C3)c2N)cc1 (centres undefined)
    3, -12, -4, 4, -14, 3, 0, -9, -12, 1, 0
> Cc1cc(C)n2nc(SCc3nnc(SCc4ccccc4C)s3)nc2n1
    11, 0, -2, -1, 16, -4, 6, 3, -4, -3, 0
> COc1ccc(C(NC(=O)c2ccccc2F)NC(=O)c2ccccc2F)cc1
    9, 16, -8, 9, 6, 1, 3, -5, 3, 5, -2
> COc1ccccc1NCCC(=O)OCC(=O)Nc1ccccc1Cl
    -20, 5, -13, -2, 1, -3, 17, -8, -3, 4, 0
> CCOC(=O)Cc1csc(SCC(=O)N(CC(C)C)c2c(N)n(Cc3ccccc3)c(=O)[nH]c2=O)n1
    -5, 2, -4, 28, 18, -4, -18, 4, -11, -12, 0

High-throughput results as filed in PubChem.
